Assay outcomes from PubChem.
Dynein transport: inhibitors of GR-EGFP nuclear translocation, primary screen, dynein cargo transport inhibitor project, imaging, high-content, 3617.4 mouse cells | test concentration mostly 20 µM; stimulated with dexamethasone, 1 µM; hits give low values | z-score, hits read low | 0.47% of 220,000 active | AID 1381, 2008;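 active = plate z-score of nuclear minus cytoplasmic receptor signal below a set negative limit, without overly bright fluorescence or cell loss, cut at about -3.5 in these data, passing the limit was not always enough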;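 also: z-score of nuclear minus cytoplasmic ring GR-EGFP intensity difference per well; some compounds called inactive have numbers as strong as hits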
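medium = tetracycline-free induction medium containing charcoal-stripped FBS | also added = 1.0 µM final dexamethasone stimulus | schedule = 48 h induction, 1 h compound, 30 min dex at 37 °C | technique = fixed, Hoechst-stained cells imaged at 10x for EGFP | measure = GR-EGFP nuclear translocation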
T cell HTS: modulators of CD8 T cell-vesicle binding, primary screen, mouse 2C CD8+ T cells, flow cytometry | 2C CD8+ T cell-vesicle binding; hits give low values | calls only at 7 µM | 0.068% of 330,000 active | AID 2052, 2009;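 active = response, share of CD8 T cells binding vesicles, and their 90th percentile fluorescence all below set limits, cut at about 80% in these data, passing the limit was not always enough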
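material = purified 2C TCR transgenic mouse naive CD8+ T cells | controls = Unloaded micro-vesicles (low), QL9 vesicles with 0.7% DMSO (high) | detection = cytometric PE anti-B7-1 and Alexa647 anti-CD8 signals after 1% paraformaldehyde fixation | incubation = binding step 1.5 h, 37 °C, antibody labelling 20 min, ice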
Insulin prom up: insulin promoter activators in MIN6 cells, imaging, high-content screening, mouse beta cells; MIN6 insulin promoter-GFP reporter; hits give high values; z-score at 5 µM; 0.3% of 190,000 active; AID 1625, 2009;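 active = z-score above 3 at 5 µM with at least 500 cells counted in the well; inconclusive = wells under 500 cells, flagged as cytotoxic or low count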
ER stress rescue: rescue of cells from ER stress-induced death, primary screen, 384-well, CSM14.1, thapsigargin, ATP luminescence (AID 1222) | CSM14.1 thapsigargin-induced death rescue, ATP luminescence; higher % means a stronger effect | cellular ATP content (survival), % at 20 µM; hits with a dose series show EC50 in µM | 190,000 tested, under 10 active;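 active = EC50 below 50 µM in the dose-response confirmation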;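 also: death triggered by thapsigargin at about 15 µM added after 2 h compound pretreatment; cell ATP read after overnight thapsigargin exposure of roughly 18 to 22 hours; normalized against plate controls of thapsigargin alone and 5% DMSO vehicle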
Autophagy mod: autophagy modulators in MEF cells, primary screen, imaging, high-content, MEF GFP-LC3; MEF GFP-LC3 puncta imaging; test concentration mostly 10 µM; calls only at 10 µM (by protocol); 0.98% of 190,000 active;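 active = percentage of spot-positive cells more than 3 SD above its plate mean, without a fluorescence outlier flag or 80% toxicity; inconclusive = no clear call, values can overlap the other calls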;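 also: spot-positive cell cutoff set from DMSO-treated cells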
PhoP inhibition: inhibitors of PhoP regulon expression, primary screen, Salmonella Typhimurium, GFP reporter (AID 1863) | S. Typhimurium PhoP-regulated promoter GFP reporter, 4 h; higher % means a stronger effect | 0.16% of 300,000 active | inhibition, % at 50 µM; hits with a dose series show IC50 in µM;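 active = inhibition over 29.93%, a cutoff 3 SD above the screen mean, later confirmed by dose response; inconclusive = inhibition over 29.93% but no dose response follow-up; inactive = inhibition at most 29.93% or unconfirmed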;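 also: 0% = low Mg2+ inducing control and 100% = high Mg2+ repressing control; strong numbers were not always called active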
Hep lipid drop: inhibitors of hepatocyte lipid droplet formation, primary screen, imaging, high-throughput imaging, BODIPY stain | AML12 mouse hepatocytes, oleate lipid droplets | inhibition, % at 6.5 µM | 0.4% of 240,000 active;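 active = lipid droplet intensity inhibited by at least 50%, with more than 500 cells counted; inconclusive = wells with under 300 cells, treated as cytotoxic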
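Assay system: AML12 hepatocytes (mouse) / Also added: 100 µM oleic acid challenge / Times: overnight treatment with compound plus oleate / Detection: high-content imaging of BODIPY-stained droplets and DAPI nuclei / Evaluation: % inhibition of lipid droplet signal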
MT stabilize HCS: microtubule stabilizers in HeLa cells, primary screen, imaging, high-content imaging; % tubulin-high responders, % at 10 µM; HeLa tubulin immunostaining HCS, 24 h; share of cells brighter than vehicle mean+2SD; 0.83% of 200,000 active;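 active = plate Z-score above 3 for both tubulin-high and condensed-nucleus cell shares, with cell loss under 80%, at 10 µM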;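 also: anti alpha tubulin signal scored within the nucleus-defined area of each cell; some results filed as inactive read as strong as hits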
b-catenin transl: modulators of beta-catenin nuclear translocation, primary screen, imaging, HeLa cells, immunofluorescence, high-content; 0.3% of 190,000 active; nuclear translocation activity, % at 5 µM; AID 1665, 2009;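 active = nuclear translocation activity above 50% at 5 µM, with a well cell count of 50 or more; inconclusive = wells under 50 cells across six images, flagged as toxic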;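 also: per-cell ratio of nuclear to cytoplasmic median beta-catenin stain intensity; plate controls were DMSO negative control for no effect and GSK-3 inhibitor IX positive control for full effect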
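test system = HeLa cells, endogenous beta-catenin | dosing = single 5 µM dose plus 0.02–20 µM confirmation series | times = compound treatment 24 h, 37°C, 5% CO2 | technique = beta-catenin immunofluorescence imaging with DAPI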
Dynein transport cytoplasmic EGFP: second read-out of Dynein transport, no call of its own (marks repeat the call); z-score; measured here: cytoplasmic GR-EGFP intensity; hits give high values
Dynein transport nuclear GR-EGFP: recorded beside Dynein transport, whose call it bears; z-score; measured here: nuclear GR-EGFP intensity;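 lower value marks the stronger effect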
Dynein transport cell count: recorded beside Dynein transport, whose call it bears; z-score; measured here: cell count per field
Insulin prom up cell count: recorded beside Insulin prom up, whose call it bears; cell count; measured here: cytotoxicity, nuclei count;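 total cells summed across four imaged fields per well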
Hep lipid drop cells 6.5 µM: second read-out of Hep lipid drop, no call of its own (marks repeat the call); cell count; measured here: cell count, cytotoxicity flag;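 cells counted across two imaged fields per well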
b-catenin transl cell count 5 µM: also measured in b-catenin transl; calls as there; cell count; measured here: cell count, cytotoxicity flag
T cell HTS vesicle-bound %: recorded beside T cell HTS, whose call it bears; double positive events, %; measured here: CD8+ vesicle-bound cell fraction;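 binding gate set so that unloaded-vesicle control wells show 10% double positive cells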
MT stabilize HCS Hoechst-high %: second read-out of MT stabilize HCS, no call of its own (marks repeat the call); % Hoechst-high responders; measured here: nuclear condensation Hoechst responders;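 share of cells brighter than vehicle mean plus two SD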
MT stabilize HCS cytotoxicity %: further read-out of MT stabilize HCS, marked with its call; toxicity, %; measured here: cytotoxicity by cell density;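 0% = mean cell density of plate MIN control wells and 100% = no cells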
Autophagy mod cell loss 18 h: further read-out of Autophagy mod, marked with its call; toxicity, %; measured here: cell loss, nuclei count;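 cell loss after 18 h compound exposure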
* marks the source's active call; other numbers are inactive results; i = inactive; ? = inconclusive; . = no result given; + = active, no number.

The line under a structure holds: Dynein transport	Dynein transport cytoplasmic EGFP	Dynein transport nuclear GR-EGFP	Dynein transport cell count	T cell HTS	T cell HTS vesicle-bound %	Insulin prom up	Insulin prom up cell count	ER stress rescue	Autophagy mod	Autophagy mod cell loss 18 h	PhoP inhibition	Hep lipid drop	Hep lipid drop cells 6.5 µM	MT stabilize HCS	MT stabilize HCS Hoechst-high %	MT stabilize HCS cytotoxicity %	b-catenin transl	b-catenin transl cell count 5 µM
CCOC(=O)C1CCN(C(=O)Nc2ccc3nc(C)c(C)nc3c2)CC1
 : -0.65	-0.23	-0.52	1.4	i	47	-0.49	1836	-2.2%	i	2	2%	9	688	3.3	2.1	5.2	1.8	1055
Cc1ccc(C(=O)N(Cc2nc3ccccc3c(=O)[nH]2)C2CCCC2)cc1
 : -0.14	0.11	-0.59	0.35	i	59	-0.53	1202	4.1%	i	4	2%	-7	645	3.2	2.6	15	1.4	1547
Cc1ccnc(N2CCC(C(=O)NNC(=O)c3ccncc3)CC2)n1
 : -0.97	-0.19	-0.36	0.89	i	20	-0.06	1380	-0.7%	i	-7	-1%	-5	642	1.1	1.2	2.9	2.8	1049
Cc1cc([N+](=O)[O-])nn1CC(=O)N/N=C/c1ccccc1F
 : -0.23	-0.22	-0.43	0.42	i	33	1.3	1090	.	.	.	-9%	-34	683	.	.	.	-0.2	1361
CCOC(=O)c1cc(-c2csc(COc3ccc(Cl)cc3)n2)on1
 : 1.2	-0.29	0.38	-0.28	i	34	.	.	.	.	.	-1%	-4	739	.	.	.	-5.0	1231
O=C(COC(=O)CN1C(=O)c2ccccc2C1=O)Nc1ncc(Cl)cc1Cl
 : 0.61	-0.17	0.48	-0.18	i	54	0.17	1123	-0.9%	i	16	-2%	.	.	2.0	2.0	9.6	-3.7	984
CN1C(=O)NC(c2ccc(O)cc2)C2=C1CN(c1cccc3ccccc13)C2=O (stereo unspecified)
 : -0.035	-0.22	-0.085	0.7	i	47	0.69	1146	1.0%	i	9	-7%	-1	690	2.7	1.8	14	-0.2	1052
S=C(NCc1ccco1)Nc1ccc(Br)cc1Cl
 : -1	-0.31	0.24	-0.13	i	46	0.53	1592	-1.3%	i	12	-6%	2	722	2.6	2.2	8.5	-5.7	1048
Cc1ccc(OCC(=O)Nc2ccccc2-c2ccccc2)cc1
 : -0.57	-0.17	0.19	-0.036	i	22	.	.	-0.9%	i	3	3%	-37	699	1.2	1.4	6.4	-9.2	1239
CN=c1scc(-c2ccc(F)cc2)n1/N=C/c1ccc(O)c(O)c1
 : -1.5	-0.11	-0.96	-0.56	.	.	-0.41	667	-3.1%	i	26	-5%	-16	617	4.5	4.8	1.2	.	.
Fc1ccc(C2c3[nH]c4ccccc4c3CCN2Cc2cccn2-c2ncccn2)cc1 (stereo unspecified)
 : 0.78	-0.18	0.71	-0.76	i	34	-1	1372	0.7%	i	9	9%	?	.	2.1	1.1	4.7	0.9	1542
Cc1ccccc1OCCSc1nnc(-c2ccncc2)n1C
 : -0.49	-0.27	-0.27	0.64	i	5	-0.58	883	3.3%	i	-4	-3%	-4	699	3.0	2.7	8.9	-8.0	1269
CC(=O)Oc1ccc(OC(C)=O)c2c1CC(C)=C(C)C2
 : -0.45	1.5	0.68	-0.77	i	50	-1.1	922	.	.	.	8%	-4	808	.	.	.	0.2	1205
C/C(NC1CCCC1)=C(/C#N)C(N)=O
 : -1	-0.23	-0.28	-0.16	i	40	0.25	1398	-1.8%	i	-2	-5%	-5	739	2.8	0.9	42	.	.
Cc1ccsc1/C=N/NC(=O)c1cc(-c2ccncc2)nc2ccccc12
 : -0.92	-0.3	-0.78	0.46	i	47	0.47	788	-1.3%	i	35	-6%	?	.	9.6	35	46	44	179
O=C(CN1C(=O)C2C3C=CC(C3)C2C1=O)Nc1ccc(F)cc1 (stereo unspecified)
 : -0.87	-0.38	-0.77	2.1	i	37	1.1	1605	-1.2%	i	-2	3%	-26	668	1.0	1.6	2.6	-0.3	852
S=C(Nc1ccc2nccnc2c1)N1CCCC1
 : -0.11	-0.33	0.025	0.64	i	53	0.84	1399	-0.8%	i	-4	3%	1	466	1.5	0.7	3.7	-0.3	1543
O=C1/C(=C/c2ccc(F)cc2)Oc2cc(OC(=O)N3CCOCC3)ccc21
 : 0.26	-0.27	0.12	0.021	i	13	-0.11	1327	.	.	.	-8%	34	725	.	.	.	-1.5	1207
CN(Cc1cccs1)C(=O)Cn1cnc2ccccc2c1=O
 : -0.52	-0.36	0.093	0.048	i	15	.	.	2.1%	+	-8.8*	-3%	0	630	2.1	2.5	8.8	-1.0	1043
COc1ccc(-c2csc(N3CCN(Cc4ccc5c(c4)OCO5)CC3)n2)cc1
 : 0.59	-0.24	0.36	-0.27	i	49	0.14	1235	-0.9%	i	-2	-1%	-10	703	0.8	1.7	6.1	-1.3	1109
N/C(=N\OC(=O)c1cc(-c2ccccc2)nc2ccccc12)c1ccccn1
 : -1.1	-0.21	-0.44	1.5	i	57	-0.17	1253	-2.0%	i	-10	-2%	1	711	2.2	0.9	4.5	11	599
CCn1c(C)c(C)c2cc(C(=O)Nc3cccc(Cl)c3)ccc21
 : -0.54	-0.14	0.07	0.48	i	56	-0.15	1600	0.0%	i	-29	5%	.	.	3.4	1.9	1.9	2.8	1375
COc1ccc(CCNC(=O)/C(=C/c2cccnc2)NC(=O)c2ccccc2)cc1OC
 : -0.96	-0.3	-0.36	0.49	i	51	-0.4	1170	1.4%	i	0	-2%	-3	628	2.3	1.8	6.4	.	.
CN(c1ccccc1)S(=O)(=O)c1ccc(C(=O)OCC(=O)NC(N)=O)cc1
 : -0.79	-0.78	-0.65	0.43	i	22	-0.34	1068	.	.	.	.	7	704	.	.	.	-0.1	1329
Cc1nc2cc(C(=O)NCCN3CCOCC3)ccc2n1-c1ccc(F)cc1F
 : -1.4	-0.3	-0.11	0.81	i	57	0.7	1029	.	i	11	16%	4	650	2.0	2.2	0.6	-0.5	1040
CC(=O)NC(Cc1ccc(C)cc1)C(=O)NC1CCN(C(=O)c2ccc([N+](=O)[O-])cc2)CC1 (stereo unspecified)
 : 0.09	-0.24	0.056	0.49	i	63	0.09	1342	-1.1%	i	-2	-6%	11	667	2.0	3.2	6.2	-1.6	808
COC(=O)C1=C(N)Oc2cc(C)n(C)c(=O)c2C1c1ccc(Cl)cc1 (stereo unspecified)
 : 1.1	-0.23	1.1	0.29	i	27	0.09	1308	1.5%	i	-16	15%	.	.	1.9	2.9	11	-5.6	1034
CCOc1ccc(N(CC(=O)Nc2c(C)n(C)n(-c3ccccc3)c2=O)S(=O)(=O)c2ccccc2)cc1
 : -0.42	-0.18	0.12	0.25	i	66	-0.07	1448	1.3%	i	6	.	22	736	1.8	1.1	8.6	-0.4	966
O=C(Nc1nnc(Cc2ccc([N+](=O)[O-])cc2)s1)c1ccc2c(c1)OCO2
 : -0.081	-0.78	-0.19	-0.27	i	38	-0.49	1010	.	.	.	-8%	0	684	.	.	.	-0.8	1323
O=C(Nc1sc2c(c1C(=O)NCC1CCCO1)CCCC2)c1cccs1 (stereo unspecified)
 : -0.58	-0.21	-0.43	1.1	i	9	0.2	1042	-1.3%	i	7	9%	.	.	1.3	1.5	6.7	-1.7	1181
C=CCNCc1cccn1-c1ccccc1
 : -0.13	-0.21	0.32	-0.46	i	16	0.25	1517	-1.5%	i	13	4%	.	.	2.9	1.7	4.3	-6.8	823
C/C(=N\NC(=O)Cc1c(C)[nH][nH]c1=O)c1ccc2ccccc2c1
 : -0.14	-0.18	0.017	-1	i	41	-0.1	1440	-2.0%	i	15	11%	-23	593	3.6	2.1	2.7	-1.4	1101
O=C(COc1ccc(Cl)cc1)Nc1ccc(C(=O)NCc2cccnc2)cc1
 : 0.13	-0.12	-0.29	0.21	i	38	.	.	-0.6%	i	-3	-4%	.	.	1.0	1.8	6.6	.	.
COc1cccc(-c2nc(N3CCN(Cc4ccccc4)CC3)c3ccccc3n2)c1O
 : -0.073	-0.2	0.12	-0.45	i	29	-0.31	1127	.	.	.	6%	14	769	.	.	.	0.6	1314
